KLK7 zymogen act: activates the human kallikrein-7 zymogen. purified proKLK7, EDANS-DABCYL substrate fluorescence; 100% is mature enzyme control, 0% vehicle. activation, % at 7 µM. 370,000 compounds, 0.9% hits. P49862;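 active means activation above the mean of all tested compounds plus 3 SD, computed per campaign excluding outliers beyond control limits, cut at about 13% in these data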
Target sequence (P49862 whole entry, looked up): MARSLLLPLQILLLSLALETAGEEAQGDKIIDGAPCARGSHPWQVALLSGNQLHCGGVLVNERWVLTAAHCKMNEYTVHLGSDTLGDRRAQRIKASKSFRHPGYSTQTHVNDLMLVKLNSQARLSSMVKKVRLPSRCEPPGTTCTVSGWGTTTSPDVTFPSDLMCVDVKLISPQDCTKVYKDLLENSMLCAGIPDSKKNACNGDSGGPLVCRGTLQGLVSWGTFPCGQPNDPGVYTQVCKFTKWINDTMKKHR
ADAM17 inh: inhibits human ADAM17; P78536; recombinant ADAM17, EDANS/DABCYL FRET peptide cleavage; inhibition, % at 6.95 µM; 370,000 compounds, 0.83% hits; AID 720648;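 active means inhibition above the mean of compounds lying between control limits plus 3 SD, set per campaign, cut at about 8.5% in these data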;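 further: 0% = DMSO-only wells as the low control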
Target sequence (P78536 215-824 limits assumed): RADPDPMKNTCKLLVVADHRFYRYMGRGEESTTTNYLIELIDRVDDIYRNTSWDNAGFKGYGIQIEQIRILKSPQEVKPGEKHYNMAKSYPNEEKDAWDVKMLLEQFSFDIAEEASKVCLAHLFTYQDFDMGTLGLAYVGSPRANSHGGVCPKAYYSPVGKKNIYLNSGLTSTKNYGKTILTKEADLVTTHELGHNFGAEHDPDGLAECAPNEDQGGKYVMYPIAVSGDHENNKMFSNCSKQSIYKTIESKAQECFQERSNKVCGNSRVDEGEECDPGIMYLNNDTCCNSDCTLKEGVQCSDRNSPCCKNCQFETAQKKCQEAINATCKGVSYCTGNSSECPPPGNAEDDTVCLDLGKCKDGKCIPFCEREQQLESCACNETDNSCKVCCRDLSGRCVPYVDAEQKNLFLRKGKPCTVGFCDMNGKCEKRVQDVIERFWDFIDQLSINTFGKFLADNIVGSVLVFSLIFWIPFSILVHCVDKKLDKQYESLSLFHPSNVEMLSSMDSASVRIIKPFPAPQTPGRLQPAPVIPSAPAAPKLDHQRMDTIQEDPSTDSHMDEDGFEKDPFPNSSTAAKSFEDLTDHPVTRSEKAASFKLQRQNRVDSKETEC
ASAP1 inh: inhibitors of human ASAP1 ArfGAP activity. 360,000 compounds, 0.19% hits. inhibition, % at 16.5 µM. Q9ULH1. ASAP1-stimulated ARF1 GTP hydrolysis, GDP FP detection; in the data active means inhibition above about 25%;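 further: 0% = vehicle with enzyme and substrate and 100% = no enzyme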
Tn6 DDE FP: DD(E)-Tn6 binding inhibition, primary FP screen; inhibition, % at 8.3 µM; 370,000 compounds, 0.21% hits; P02675; Fibrin DD(E) TRITC-Tn6 fluorescence polarization displacement;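 active means inhibition above a per-campaign cutoff: mean of compounds within control limits plus 3 SD, cut at about 15% in these data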;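 further: 0% = median of all compound wells on the plate and 100% = blocking peptide control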
UHRF1 MBD2 ctr: UHRF1 methyl-DNA binding inhibition | 370,000 compounds, 0.75% hits | inhibition, % at 4.4 µM | UHRF1 binding to methylated oligo, TR-FRET; in the data active means inhibition above about 21%;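 further: UHRF1 SRA domain binding a hemimethylated CpG hairpin DNA probe; 0% = median of test compound wells and 100% = reference inhibitor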
PLCg1 inh: blocks human PLC-gamma1 enzyme activity | purified PLC-gamma1, fluorogenic substrate, fluorescence | inhibition, % at 12.2 µM | 370,000 compounds, 0.84% hits; in the data active means inhibition above about 9.5%
PLCb3 inh: PLC-beta3 (human) inhibition, primary screen | Q01970 | Purified PLC-beta3, fluorogenic substrate, fluorescence | inhibition, % at 12.2 µM | 370,000 compounds, 0.18% hits | AID 720704; in the data active means inhibition above about 11%;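 further: 0% = median of compound wells on plate and 100% = full blocker control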
DDE Tn7 FP inh: inhibitors of Tn7 peptide binding to human fibrin DD(E) | P02675 | FP displacement of FITC-Tn7 peptide from fibrin DD(E); 0% = median of compound wells per plate | 370,000 compounds, 0.13% hits | inhibition, % at 8.3 µM;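 active means inhibition above the mean of compounds falling within the control limits plus 3 SD of them, cut at about 14% in these data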;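 further: 0% = plate median of compound wells and 100% = 10 µM Aha-Tn7 peptide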
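Assay system: human fibrin DD(E). Input: DD(E) 2 µM final. Medium: Tris buffer with calcium and detergent, pH 7.8. Compound dosing: single point at 8.3 µM. Timing: 10 min plus 3 h, room temperature. Technique: fluorescence polarization of the labelled Tn7 tracer. Read-out: percent inhibition. Replicates: singlicate testing.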
MBD2 DNA inh: inhibitors of human MBD2 binding to methylated oligonucleotide | Q9UBB5 | TR-FRET | inhibition, % at 4.4 µM | 370,000 compounds, 0.31% hits | AID 686964; in the data active means inhibition above about 13%
ARFGAP1 inh: rat ARFGAP1 inhibition; inhibition, % at 16.5 µM; Arfgap1-stimulated ARF1 GTP hydrolysis, GDP FP detection; 360,000 compounds, 0.26% hits;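 active means inhibition above a per-plate limit, mean inhibition of low control wells plus 3 SD, cut at about 25% in these data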;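 further: 0% = DMSO wells with enzyme and 100% = wells lacking Arfgap1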
Target sequence (Q62848 1-136 limits assumed): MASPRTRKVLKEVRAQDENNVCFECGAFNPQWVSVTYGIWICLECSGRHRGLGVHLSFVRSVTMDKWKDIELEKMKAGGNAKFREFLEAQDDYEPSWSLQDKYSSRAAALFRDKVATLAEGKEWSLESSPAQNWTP
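Material: truncated rat Arfgap1 GAP domain; Incubation: compound-enzyme preincubation 20 min, reaction 120 min, detection 60 min, 25 °C; Read-out: percent inhibition of Arfgap1-stimulated GTP hydrolysis; Technique: FP, GDP Alexa 633 tracer displaced from anti-GDP antibody, 620/688 nm; Controls: No-Arfgap1 wells (100%) versus DMSO full-reaction wells (0%); Replication: single well per compound.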
* marks the source's active call; other numbers are inactive results.

Letter code – A = KLK7 zymogen act; B = ADAM17 inh; C = ASAP1 inh; D = Tn6 DDE FP; E = UHRF1 MBD2 ctr; F = PLCg1 inh; G = PLCb3 inh; H = DDE Tn7 FP inh; I = MBD2 DNA inh; J = ARFGAP1 inh
CCCNC(=O)C1(C)CCCN(Cc2ccc(C#N)cc2)C1 (stereo unspecified)
  A = 0.2	B = -3	C = -12	D = -3	E = 1	F = 3	G = -38	H = -3	I = -1	J = 21
CC(C)[C@H](NC(=O)c1ccccc1F)C(=O)Nc1cccc(S(=O)(=O)N2CCOCC2)c1
  A = -0.7	B = 3	C = -1	D = -1	E = -1	F = 3	G = 3	H = -1	I = -1	J = 7
O=C(COc1cccc(-n2cnnn2)c1)NCCC1=CCCCC1
  A = 0.0	B = -1	C = 10	D = -1	E = -1	F = -3	G = 1	H = 3	I = 5	J = 1
CCCc1nc2ccc(C(=O)OC)cn2c1Cc1cccc(F)c1
  A = -0.8	B = -13	C = -8	D = -8	E = 26*	F = -43	G = -54	H = 3	I = 17*	J = 10
COc1cc(-c2nc(C)c(C(C)=O)n2O)ccc1OCC(=O)Nc1ccc(Cl)cc1
  A = 0.4	B = 3	C = -7	D = 6	E = -4	F = -1	G = -1	H = 0	I = -1	J = -2
CCCCn1c(=O)c(CCC(=O)OCC(=O)NC(=O)NCCC(C)C)nc2ccccc21
  A = 1.0	B = -25	C = -2	D = 5	E = 0	F = -13	G = -14	H = 6	I = -3	J = 8
Cc1ccc2nc(-c3ccc(SCC(=O)Nc4ccc5c(c4)OCCO5)nc3)[nH]c2c1
  A = -0.6	B = -57	C = -6	D = 8	E = -5	F = -25	G = -31	H = 3	I = 3	J = 6
Cc1ccc(S(=O)(=O)N(C)c2ccc(OC(=O)c3cc(=O)[nH]c4ccccc34)cc2)cc1
  A = 0.2	B = -4	C = -10	D = 3	E = 3	F = -3	G = -6	H = -2	I = 2	J = 8
CCCCCC(=O)O/N=C(\C)c1ccn(S(=O)(=O)c2ccccc2)c1
  A = 0.2	B = 2	C = 2	D = 5	E = -1	F = 2	G = -5	H = -1	I = 2	J = 1
Cc1cccc(NS(=O)(=O)c2csc(C(N)=O)c2)c1C
  A = 0.3	B = 0	C = 3	D = 0	E = 4	F = 0	G = -2	H = 3	I = 1	J = 0
CCCCn1nc2cc(C(=O)NCc3cc(C(F)(F)F)cc(C(F)(F)F)c3)ccc2c1OCC
  A = 0.1	B = -9	C = -12	D = 1	E = 4	F = -26	G = -40	H = -4	I = 4	J = 13
Cc1ccc(N/N=C2\CCS(=O)(=O)c3sccc32)cc1
  A = -0.5	B = 3	C = -2	D = 4	E = 4	F = 3	G = -9	H = -3	I = -2	J = 5
Cc1cc(C)cc(NC(=S)NC2CC3CCCC(C2)N3CC(C)C)c1 (stereo unspecified)
  A = 0.2	B = -4	C = -5	D = -1	E = -2	F = 2	G = 1	H = -5	I = -3	J = 1
O=S1(=O)CCC(NC(=S)Nc2ccc(Cl)cc2)C1 (stereo unspecified)
  A = 0.4	B = 1	C = -1	D = 2	E = -3	F = 2	G = 4	H = 3	I = -6	J = 1
CC(C)(C)n1nnnc1C(c1ccc(Cl)cc1)N1CCSCC1 (stereo unspecified)
  A = -0.4	B = -4	C = -2	D = -5	E = -2	F = 0	G = 0	H = 0	I = 1	J = 7
Cn1c(SCC(=O)NCc2cccs2)nnc1-c1ccc(O)cc1
  A = 0.1	B = -7	C = 8	D = 0	E = 4	F = 7	G = 2	H = 2	I = 6	J = -2
CC(/C=N/n1c(-c2ccc(C)cc2)n[nH]c1=S)=C\c1ccco1
  A = -0.3	B = 1	C = 0	D = 5	E = -2	F = 4	G = -5	H = 4	I = -5	J = -2
Nn1c(SCc2nc3ccccn3c2Br)nnc1-c1cccnc1
  A = 0.1	B = -2	C = -2	D = -1	E = -2	F = 1	G = -2	H = -3	I = -4	J = 4
COC(=O)C(C)N1C(=O)S/C(=C\c2ccc(-c3ccc(C(=O)O)cc3C)o2)C1=O (stereo unspecified)
  A = 1.2	B = -1	C = 13	D = -5	E = 16	F = -66	G = -96	H = -11	I = 0	J = -1
COc1ccc(Nc2ncnc3sc(-c4ccccc4)cc23)cc1
  A = -10	B = -50	C = 4	D = -24	E = 1	F = -328	G = -404	H = -1	I = 3	J = -3

(cont.)
Under each structure: KLK7 zymogen act	ADAM17 inh	ASAP1 inh	Tn6 DDE FP	UHRF1 MBD2 ctr	PLCg1 inh	PLCb3 inh	DDE Tn7 FP inh	MBD2 DNA inh	ARFGAP1 inh
CC(=O)NC1(c2ccccc2)CCN(c2nc(C)cc(C)n2)CC1
→ -0.1	-14	11	0	1	-5	-8	-1	2	3
Cc1ccc(C(=O)N2c3ccccc3NC(=O)C2C)cc1 (stereo unspecified)
→ 0.1	-8	1	6	-3	-8	-10	1	-2	19
O=C(C1CCN(S(=O)(=O)N2CCC3(CC2)OCCO3)CC1)N1CCC(Cc2ccccc2)CC1
→ -0.4	-5	3	-7	3	-2	-2	0	4	7
Cc1cc(=O)[nH]c(NN=Cc2c(Cl)cccc2Cl)n1
→ -0.1	-3	12	8	4	1	2	2	2	-2
O=C(Cc1ccc(NC(=O)C2CCN(C(=O)C3CCC3)CC2)cc1)Nc1ccc(C(=O)N2CCOCC2)cc1
→ 0.7	3	-3	-1	2	6	9	1	-8	6
O=C(NCc1ccccc1Cl)c1csc([C@@H]2O[C@H](CO)[C@H](O)[C@H](O)[C@H]2O)n1
→ 0.0	1	-4	-2	1	4	3	-8	5	-6
C/C(=N\NC(=O)c1cc(C)oc1C)c1ccc2c(c1)OCO2
→ 0.0	1	5	-5	2	5	7	2	-4	-5
CCN(C1CCCCC1)S(=O)(=O)c1ccc(S(=O)(=O)NCCc2ccncc2)cc1
→ -0.2	-3	2	3	5	2	3	1	4	-12
COc1cccc(CC(=O)NCC2(N3CCCCC3)CCCCC2)c1
→ -0.1	1	-10	1	-2	-2	-5	3	-5	-3
Cc1ccc(C(=O)Nc2c3c(nn2C(C)(C)C)CS(=O)(=O)C3)cc1C
→ -0.1	-6	-4	-3	0	-1	-1	-6	8	0
O=C(CSc1nccc(=O)[nH]1)N1CCOCC1
→ -0.1	0	-3	1	3	4	-6	-5	-2	-5
COc1cccc(C2CC(c3cccc(OC)c3)n3nc(N)nc3N2)c1 (stereo unspecified)
→ 0.5	-20	6	6	0	-29	-43	-3	2	3
CCC(C)(C)n1nnnc1C(c1cc2cc(C)cc(C)c2[nH]c1=O)N1CCN(C(=O)c2ccco2)CC1 (stereo unspecified)
→ -0.6	-7	-9	3	2	-3	-3	4	1	-13
CN(C)c1ccc(N2C(=O)CC(Nc3ccc(N4CCOCC4)cc3)C2=O)cc1 (stereo unspecified)
→ -0.2	-3	-4	0	-2	-3	-4	0	3	3
Cc1sc2nc(C)n(/N=C/c3ccccc3O)c(=O)c2c1C
→ 0.1	-4	0	2	-1	-2	-1	-2	1	-20
CC(C)CCN1C(=O)CC(NNC(=O)c2ccc(S(=O)(=O)N3CCCC3)cc2)C1=O (stereo unspecified)
→ 0.1	-2	-8	-3	-1	-6	-20	-2	-4	2
CC(C)N1C(=S)SC(C)(C)C1NO (stereo unspecified)
→ -0.4	-2	-4	-2	-3	1	0	-3	-3	-2
COC(=O)c1ccc(S(=O)(=O)NNC(=O)COc2ccc(C)cc2)cc1
→ 0.3	-5	13	-4	6	-3	2	-5	9	-8
N#Cc1cccc(NC(=O)COC(=O)C2CCC2)c1
→ 0.2	-5	2	-1	-1	-1	-2	-6	-6	7
O=C(CSc1nnc(COc2ccc3c(c2)CCCC3)o1)Nc1ccc(F)cc1
→ -0.2	-3	-2	7	2	-3	3	5	-2	-3

Pulled by compound from above (two):
Under each structure: KLK7 zymogen act	ADAM17 inh	ASAP1 inh	Tn6 DDE FP	UHRF1 MBD2 ctr	PLCg1 inh	PLCb3 inh	DDE Tn7 FP inh	MBD2 DNA inh	ARFGAP1 inh
O=C(Cc1ccc(NC(=O)C2CCN(C(=O)C3CCC3)CC2)cc1)Nc1ccc(C(=O)N2CCOCC2)cc1
→ 0.7	3	-3	-1	2	6	9	1	-8	6
CCC(C)(C)n1nnnc1C(c1cc2cc(C)cc(C)c2[nH]c1=O)N1CCN(C(=O)c2ccco2)CC1 (stereo unspecified)
→ -0.6	-7	-9	3	2	-3	-3	4	1	-13

(list continues)
Under each structure: KLK7 zymogen act	ADAM17 inh	ASAP1 inh	Tn6 DDE FP	UHRF1 MBD2 ctr	PLCg1 inh	PLCb3 inh	DDE Tn7 FP inh	MBD2 DNA inh	ARFGAP1 inh
Brc1c(CSc2nnc(-c3ccco3)o2)nc2ccccn12
→ 0.0	-2	18	13	-1	-4	-2	7	0	2
CN(CCCCCCCCC(=O)/C=N/O)Cc1ccccc1
→ -0.2	-4	-9	-1	-1	0	-1	0	1	-2
COCCNC(=O)Cc1c(C)c2c(cc(C)c3c(C)coc32)oc1=O
→ 16*	-100	0	-3	2	-226	-322	1	6	-7
O=C(C1=C[C@H](c2ccc(C(F)(F)F)cc2)C[C@H](OCc2ccc(CO)cc2)O1)N1CCOCC1
→ -0.4	-2	6	6	0	0	2	1	1	-1
COC(=O)CSc1ccc(-c2nc3ccc(C)cc3[nH]2)cn1
→ 7.2	-62	-10	2	-1	-43	-52	-15	-4	7

No new results follow: 12 of the compounds above.
Under each structure: KLK7 zymogen act	ADAM17 inh	ASAP1 inh	Tn6 DDE FP	UHRF1 MBD2 ctr	PLCg1 inh	PLCb3 inh	DDE Tn7 FP inh	MBD2 DNA inh	ARFGAP1 inh
O=C(CSc1nccc(=O)[nH]1)N1CCOCC1
→ -0.1	0	-3	1	3	4	-6	-5	-2	-5
COc1cccc(C2CC(c3cccc(OC)c3)n3nc(N)nc3N2)c1 (stereo unspecified)
→ 0.5	-20	6	6	0	-29	-43	-3	2	3
CCC(C)(C)n1nnnc1C(c1cc2cc(C)cc(C)c2[nH]c1=O)N1CCN(C(=O)c2ccco2)CC1 (stereo unspecified)
→ -0.6	-7	-9	3	2	-3	-3	4	1	-13
CN(C)c1ccc(N2C(=O)CC(Nc3ccc(N4CCOCC4)cc3)C2=O)cc1 (stereo unspecified)
→ -0.2	-3	-4	0	-2	-3	-4	0	3	3
Cc1sc2nc(C)n(/N=C/c3ccccc3O)c(=O)c2c1C
→ 0.1	-4	0	2	-1	-2	-1	-2	1	-20
CC(C)CCN1C(=O)CC(NNC(=O)c2ccc(S(=O)(=O)N3CCCC3)cc2)C1=O (stereo unspecified)
→ 0.1	-2	-8	-3	-1	-6	-20	-2	-4	2
CC(C)N1C(=S)SC(C)(C)C1NO (stereo unspecified)
→ -0.4	-2	-4	-2	-3	1	0	-3	-3	-2
COC(=O)c1ccc(S(=O)(=O)NNC(=O)COc2ccc(C)cc2)cc1
→ 0.3	-5	13	-4	6	-3	2	-5	9	-8
N#Cc1cccc(NC(=O)COC(=O)C2CCC2)c1
→ 0.2	-5	2	-1	-1	-1	-2	-6	-6	7
O=C(CSc1nnc(COc2ccc3c(c2)CCCC3)o1)Nc1ccc(F)cc1
→ -0.2	-3	-2	7	2	-3	3	5	-2	-3
Brc1c(CSc2nnc(-c3ccco3)o2)nc2ccccn12
→ 0.0	-2	18	13	-1	-4	-2	7	0	2
CN(CCCCCCCCC(=O)/C=N/O)Cc1ccccc1
→ -0.2	-4	-9	-1	-1	0	-1	0	1	-2
